High-throughput results: PubChem, The Scripps Research Institute Molecular Screening Center
FBW7 act: FBW7 E3 ligase activators, primary screen, biochemical, AlphaScreen, human; F-box/WD repeat-containing protein 7 (Homo sapiens), Q969H0; AlphaScreen FBW7–phospho-cyclin E peptide binding, activator screen; normalized activity (activation), % at 26.1 µM; 650,000 compounds, 0.13% hits; AID 1259310, 2017; in the data active = normalized activity above about 1.9%;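 note: purified mutant Fbw7 with reduced substrate affinity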
MITF inh: MITF inhibitors, primary screen, biochemical, AlphaScreen, human; Microphthalmia-associated transcription factor (Homo sapiens), O75030; AlphaScreen MITF homodimerization, bead proximity signal; inhibition, % at 2.6 µM; 650,000 compounds, 0.91% hits; AID 1259374, 2018; in the data active = inhibition above about 50%;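 note: 0% = vehicle wells with protein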
Target sequence (O75030 whole entry, looked up): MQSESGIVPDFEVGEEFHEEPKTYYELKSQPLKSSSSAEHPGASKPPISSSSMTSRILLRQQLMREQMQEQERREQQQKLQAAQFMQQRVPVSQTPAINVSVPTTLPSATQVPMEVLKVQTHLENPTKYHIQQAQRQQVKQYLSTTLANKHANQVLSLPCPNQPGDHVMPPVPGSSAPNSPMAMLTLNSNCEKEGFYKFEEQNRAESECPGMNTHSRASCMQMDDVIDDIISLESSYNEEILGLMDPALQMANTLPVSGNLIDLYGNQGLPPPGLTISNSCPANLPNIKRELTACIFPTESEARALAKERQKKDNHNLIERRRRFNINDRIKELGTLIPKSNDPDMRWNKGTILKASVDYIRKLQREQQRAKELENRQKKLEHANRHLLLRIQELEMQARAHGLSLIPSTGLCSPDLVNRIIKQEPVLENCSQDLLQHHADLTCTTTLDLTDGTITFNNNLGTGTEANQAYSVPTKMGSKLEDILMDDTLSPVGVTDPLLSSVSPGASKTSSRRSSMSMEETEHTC
GPR151 activ: activators of human GPR151, primary screen, cell-based, PathHunter beta-arrestin, luminescence; G-protein coupled receptor 151 (Homo sapiens), Q8TDV0; PathHunter beta-arrestin GPR151 cells; activation, % at 11.2 µM; 650,000 compounds, 1% hits; AID 1508602, 2020; in the data active = activation above about 4.9%;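 note: 0% = median of compound wells and 100% = cells with positive control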
Target sequence (Q8TDV0 whole entry, looked up): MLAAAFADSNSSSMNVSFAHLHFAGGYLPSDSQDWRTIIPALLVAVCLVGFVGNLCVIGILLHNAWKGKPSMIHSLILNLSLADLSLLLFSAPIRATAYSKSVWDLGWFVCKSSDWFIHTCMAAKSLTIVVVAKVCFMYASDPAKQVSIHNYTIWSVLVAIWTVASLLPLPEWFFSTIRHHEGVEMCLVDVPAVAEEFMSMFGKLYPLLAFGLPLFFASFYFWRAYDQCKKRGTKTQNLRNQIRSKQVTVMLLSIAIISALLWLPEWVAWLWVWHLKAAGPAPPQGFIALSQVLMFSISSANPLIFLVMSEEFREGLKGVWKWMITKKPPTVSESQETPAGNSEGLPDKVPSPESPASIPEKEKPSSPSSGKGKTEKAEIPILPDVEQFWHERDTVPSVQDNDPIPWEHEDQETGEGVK
TEAD-YAP inh: TEAD-YAP interaction inhibition, primary screen, TEAD-YAP interaction inhibitor project, luminescence, HEK-TIYL cells. TEAD-Gal4/YAP UAS-luciferase luminescence. inhibition, % at 9.12 µM. 640,000 compounds, 1.4% hits. AID 1259422, 2018; in the data active = inhibition above about 32%;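 note: 0% = median of test compound wells and 100% = reference inhibitor wells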
Starred values were filed as active, the others as inactive; & = joins results of further samples.

no.	structure	FBW7 act	MITF inh	GPR151 activ	TEAD-YAP inh
1	Cc1cccc(C(=O)N(c2cc(C)cc(C)c2)C2C=CS(=O)(=O)C2)c1 (centres undefined)	-0.1	7	0.0	6
2	CC(NC(=O)C1=CC(c2ccc(F)cc2)=NS(=O)(=O)N1C)c1ccccc1 (centres undefined)	0.2	3	-0.7	6
3	Cc1ccc(CCNC(=O)CCCc2nnc3n(C)c(=O)c4sccc4n23)cc1	0.8	16	-0.5	9
4	O=C(NCC12C=CC(O1)C1C(=O)N(c3ccccc3)C(=O)C12)c1ccco1 (centres undefined)	0.0	6	-1.2	-2
5	CCn1c(C(CC(C)C)NC(=O)CCn2nc(C)cc2C)nc2cccnc21 (centres undefined)	0.3	17	1.3	10
6	CCS(=O)(=O)N1CCC(C(=O)NCCCOC(C)C)CC1	-0.1	-11	0.2	-10
7	CCOc1cc(CN2CCC(C(=O)NCCC(C)C)CC2)ccc1O	-0.1	12	1.1	0
8	O=C(NCCOc1ccc2nnc(-c3ccccc3)n2n1)Nc1cc(Cl)ccc1Cl	0.0	8	-0.1	-5
9	CCOc1ccccc1NC(=O)c1c(NCc2sccc2C)sc2c1CCC(C)C2 (centres undefined)	-0.1	1	1.7	9
10	CC1=C(C(=O)OCCc2ccccc2)C(c2ccc(Cl)c([N+](=O)[O-])c2)C2=C(CC(C)(C)CC2=O)N1 (centres undefined)	-0.2	-5	1.2	11
11	O=C(CSc1nc2ccccc2c(=O)n1NC(=O)c1cccs1)NC1CCCC1	-0.1	4	1.4	-12
12	O=C(COC(=O)C12CC3CC(CC(O)(C3)C1)C2)Nc1ccc(Cl)c(C(F)(F)F)c1	0.1	7	-0.9	0
13	CCOC(=O)c1sc(NC(=O)c2cc(-c3cccc(OCC)c3)nc3ccccc23)nc1C	0.0	-1	0.9	6
14	Cc1ccc(C)c(Cn2c(C)c(CNC3CCCC3)c(C(=O)O)c2C)c1	0.6	23	-0.5	6
15	CCCCCCC1(C)N=C(c2ccc(Cl)cc2)CC(c2cccc(OC)c2O)N1 (centres undefined)	0.6	19	2.7	-30
16	Cc1cc(C)nc(SCC(=O)OCC(=O)Nc2nnc(C)s2)n1	-0.1	-2	-1.7	-7
17	CCOc1ccc(-n2c(SCC(=O)Nc3ccccc3CC)nc3n[nH]c(C)c3c2=N)cc1	0.1	9	4.7	1
18	c1ccc(Cn2nnnc2C(c2ccccc2)N2CCN(Cc3ccncc3)CC2)cc1 (centres undefined)	-0.1	7	0.5	2
19	CC1=C(C(=O)OC(C)(C)C)C(c2ccc(Cl)cc2)C(C#N)=C(SCc2cccc3ccccc23)N1 (centres undefined)	0.0	10	-1.6	-10
20	COc1ccc(/C(N)=N/OC(=O)C(C)Oc2ccc(Br)cc2)cc1 (centres undefined)	0.0	8	-0.4	4
21	CCSCCOC(=O)C1=C(C)NC2=C(C(=O)C(C(=O)OC)C(C)C2)C1c1ccc(C)o1 (centres undefined)	0.1&-0.2	-1&-3	0.8&-0.5	11&0
22	CCc1ccc(C(=O)CSc2nc3nc(C)cc(C)c3c(=O)[nH]2)cc1	-0.1	-2	1.1	-8
23	Cc1ccc(S(=O)(=O)N(CC(=O)N2CCN(Cc3ccccc3)CC2)c2ccccc2F)cc1	0.2	9	0.2	1
24	Cc1ccc(NC(=O)CSc2nc3ccccc3c(=O)n2Cc2ccc3c(c2)OCO3)cc1C	0.0	3	2.7	12
25	COCCn1c(=O)c2c(nc3n(CCOC)c(C)cn23)n(C)c1=O	0.0	-12	0.9	5
26	COc1cccc(C2(C)NC(=O)N(CN3CCN(c4cccc(Cl)c4)CC3)C2=O)c1 (centres undefined)	-0.1	-3	1.2	3
27	CCOC(=O)c1c(NC(=O)C(C)Sc2nnc(CNC(=O)c3ccc([N+](=O)[O-])cc3)n2CCc2ccccc2)sc2c1CCC2 (centres undefined)	-0.1	-3	-2.4	-3
28	O=C(N=Nc1c(O)[nH]c2ccc(Cl)cc12)c1ccncc1	0.0	7	-1.2	1
29	Cc1ccc(OCCCCn2ccnc2)c(Br)c1	-0.2	28	-1.1	-27
30	CCCc1[nH]nc2c1C(c1cc(F)ccc1F)C(C#N)=C(N)O2 (centres undefined)	0.7	14	0.0	4
31	CCOc1cc(/C=C2/C(=N)N3N=C(C)SC3=NC2=O)cc(Cl)c1OCCOc1c(C)cccc1C	0.1	13	-1.4	-2
32	COc1ccc2[nH]cc(CCNC(=O)Nc3ccc(F)cc3)c2c1	-0.1	2	0.5	-3
33	O=C(Nc1cc2ccccc2oc1=O)c1ccccc1	0.2	14	-8.0	54*
34	CC(C)(C)c1ccc(NC(=O)CSc2nnc3sc4ccccc4n23)cc1	0.1	11	1.5	2
35	CN1CCc2c(sc(NC(=O)c3ccc(S(=O)(=O)N(C)c4ccccc4)cc3)c2C(N)=O)C1	-0.1	17	0.8	3
36	C/C(=N\NC(=O)c1cc(-c2ccc(Br)cc2)n[nH]1)c1ccco1	0.1	9	0.2	3
37	O=C(Nc1ccccc1C(F)(F)F)c1ccc(F)c(S(=O)(=O)NC2CCCCCC2)c1	0.0	6	-1.2	1
38	CN1CCN(C(=O)/C(=C/c2ccco2)NC(=O)c2ccco2)CC1	-0.2	8	1.1	3
39	CCC1CCCCN1CCn1c(=S)[nH]c2cc(OC)c(OC)cc2c1=O (centres undefined)	0.2	15	-1.1	-4
40	O=C(CSc1nc(-c2ccccc2)cc(C(F)(F)F)n1)N1CCOCC1	-0.1	3	0.9	-3
41	O=C(O)c1cccc(CN2C(=O)SC(Nc3cccc(C(=O)O)c3)C2=O)c1 (centres undefined)	0.0	16	0.3	4
42	CCOc1ccc(NC(=O)c2ccc(CSc3nnc(C)s3)cc2)cc1	0.1	-3	-0.7	-16
43	c1cn2c(-c3ccc4[nH]ccc4c3)cnc2c(Nc2ccc3[nH]ccc3c2)n1	0.1	-11	2.4	0
44	O=C(CN1CCC(C(=O)c2cccc(Cl)c2)CC1)Nc1ccc(C(=O)O)cc1	0.0	-8	1.8	-2
45	Cc1nnc2sc(NC(=O)C3CCCCC3)nn12	-0.1	2	-2.0	-4
46	O=C(Cc1ccccc1[N+](=O)[O-])Nc1cc([N+](=O)[O-])ccc1Cl	0.4	21	0.1	1
47	Cc1cccc(C(=O)NNC(=S)NCc2ccccc2)c1	-0.1	1	0.4	-3
48	COc1cc([N+](=O)[O-])ccc1NC(=O)Cn1c2ccccc2c(=O)c2cc(C)ccc21	-0.1	3	-0.4	-5
49	Cc1ccc2c(c1)N(CC(=O)NC1CCC(C)CC1)C(=O)CO2 (centres undefined)	0.1	7	-0.9	-12
50	O=C(CCCn1c(=O)[nH]c2ccsc2c1=O)NC1CCCc2ccccc21 (centres undefined)	-0.1	4	0.2	2
51	CCOC(=O)Cn1c(=O)oc2cc(S(=O)(=O)Nc3ccc(OC)cc3OC)ccc21	0.3	-8	-0.3	4
52	Cc1cc(Nc2ccc(C)c(Cl)c2)n2ncnc2n1	0.2	8	1.2	3
53	CCC(=O)N1CCc2cc(S(=O)(=O)NC(C(=O)Nc3cc(C)ccn3)C(C)C)ccc21 (centres undefined)	0.0	14	0.5	-2
54	OC1(c2cccnc2)CCN(Cc2ccc3c(c2)CN(Cc2ccoc2)CCO3)CC1	-0.2	-6	-1.1	2
55	CCOC(=O)C1=NNC2C(=O)N(c3cc([N+](=O)[O-])ccc3C)C(=O)C12 (centres undefined)	0.1	1	0.7	10
56	CCOC(=O)C1CCN(C(=S)Nc2ccc(OC)cc2OC)CC1	0.1	-16	-0.9	5

(continued)
no.	structure	FBW7 act	MITF inh	GPR151 activ	TEAD-YAP inh
57	Cc1nnsc1C(=O)NCCN1Cc2ccccc2OC(c2ccccc2)C1 (centres undefined)	-0.2	15	-0.1	3
58	Cc1c(C(=O)Nc2ccc(F)cc2Cl)sc2ncn(Cc3ccccc3F)c(=O)c12	0.5	9	1.9	14
59	O=C(Nc1nc(=S)ss1)c1ccc(Cl)cc1Cl	-0.2	-9	-0.1	-8
60	O=C(CCc1nnc(CCc2c[nH]c3ccccc23)o1)NCCCCCN1CCOCC1	0.1	12	-0.1	12
61	NC(=O)c1c(NC(=O)c2ccc(Br)cc2)sc2c1CCCC2	0.0	-7	1.2	-66
62	CCOc1ccc(-c2csc(-c3cc4ccccc4oc3=O)n2)cc1	-0.3	-12	1.3	-11
63	CN(C)c1ccc(NC(=O)NC2CCCCC2)cc1	-0.2	2	-1.9	12
64	COc1ccc(Cl)cc1N(CC(=O)Nc1ccc(F)cc1)S(C)(=O)=O	0.3	17	0.9	3
65	Cc1onc(-c2ccccc2)c1C1=N/C(=C\c2cccs2)C(=O)O1	0.0	-9	0.1	-1
66	COc1ccc(N(CC(=O)Nc2ccccc2-c2ccccc2)S(C)(=O)=O)cc1	0.1	3	15*	-1
67	COc1ccc(S(=O)(=O)N2CCCC2CNC(=O)c2cc(OC)c(OC)c(OC)c2)cc1 (centres undefined)	-0.1	14	-2.0	2
68	CC(NC(=O)c1ccco1)c1nnc2n1CCN(Cc1ccc(N3CCCC3)cc1)CC2 (centres undefined)	-0.1	6	0.6	11
69	CN(Cc1ccccc1)CC(O)COc1ccc(CNCCc2cnccn2)cc1 (centres undefined)	0.3	-2	0.9	7
70	CCOC(=O)C1CCN(C(=O)C(=O)Nc2ccc3nc4n(c(=O)c3c2)CCCCC4)CC1	0.0	-7	0.7	2
71	CSc1ccc(C2C(C#N)=C(N)Oc3cc(N)ccc32)cc1 (centres undefined)	-0.3	1	0.4	8
72	Cc1ccc(C(O)c2ccc(-n3ccnc3)cc2)cc1 (centres undefined)	0.0	-10	3.0	11
73	CCc1cccc(C)c1NC(=O)CN1C(=O)C2CCCN2C(=O)c2ccccc21 (centres undefined)	-0.1	5	-0.5	-2
74	CC(=O)N1CCc2cc(C(=O)CN(C)C)ccc21	0.0	8	-0.8	-2
75	O=C1CCC([N+](=O)[O-])C(c2cc(Br)ccc2F)N1 (centres undefined)	0.0	1	0.9	2
76	CCN(CC)CCCNC(=O)c1cnn2c(C)c(Cc3c(C)cc(C)cc3C)c(C)nc12	0.2	15	-0.3	10
77	C/C(=C1/C(=O)N(c2nc3ccccc3s2)N=C1C(F)(F)F)N1CCC2CCCN2C1 (centres undefined)	0.2	24	-7.3	7
78	O=C(Nc1cccc(Cl)c1N1CCOCC1)c1ccc(Br)o1	-0.1	10	-1.0	2
79	O=c1c2c([nH]n1-c1ccccc1)CCSC2	0.1	16	-0.9	7
80	Cc1nc(S(=O)(=O)NCc2ccccc2Cl)c(C#N)c(C)c1Cl	0.0	9	0.9	3

6 compounds drawn at random from those above, as already listed:
no.	structure	FBW7 act	MITF inh	GPR151 activ	TEAD-YAP inh
78	O=C(Nc1cccc(Cl)c1N1CCOCC1)c1ccc(Br)o1	-0.1	10	-1.0	2
79	O=c1c2c([nH]n1-c1ccccc1)CCSC2	0.1	16	-0.9	7
80	Cc1nc(S(=O)(=O)NCc2ccccc2Cl)c(C#N)c(C)c1Cl	0.0	9	0.9	3
74	CC(=O)N1CCc2cc(C(=O)CN(C)C)ccc21	0.0	8	-0.8	-2
76	CCN(CC)CCCNC(=O)c1cnn2c(C)c(Cc3c(C)cc(C)cc3C)c(C)nc12	0.2	15	-0.3	10
75	O=C1CCC([N+](=O)[O-])C(c2cc(Br)ccc2F)N1 (centres undefined)	0.0	1	0.9	2

Next records:
no.	structure	FBW7 act	MITF inh	GPR151 activ	TEAD-YAP inh
81	O=C1c2cc([N+](=O)[O-])cc3cc([N+](=O)[O-])cc(c23)C(=O)N1c1ccc([N+](=O)[O-])cc1	-0.2	2	-1.0	4
82	CCOC(=O)C1CCN(Cc2cccc(OC)c2)CC1	0.1	25	-1.2	1
83	CCN(CCCN1C(=O)C2C(C(=O)Nc3ccc(Br)cc3)C3C=CC2(O3)C1C(=O)NC1CCCCC1)Cc1ccccc1 (centres undefined)	-0.1	-4	-1.4	1
84	CCOC(=O)c1cc2c(=O)n3ccccc3nc2n(C(C)C)c1=NC(=O)c1ccccc1F	0.0	17	-1.4	6
85	CCc1ccccc1NC(=O)c1cc(S(=O)(=O)NC2CCCCC2)ccc1F	-0.1	-8	-0.6	5
86	Cc1ccccc1C1(CC(=O)N2CCN(C)C(C)C2)CC(=O)N(CCN(C)C)C1=O (centres undefined)	0.0	6	0.7	0
87	Cc1cccc(Cc2c(C)nc3c(C(=O)N4CCN(c5cc(C)ccc5C)CC4)cnn3c2C)c1	-0.2	-5	0.1	5
88	CN(C)/C=C/C=C/c1cc(=O)cc(/C=C/C=C/N(C)C)o1	-0.4	40	0.4	9
89	CCOC(=O)c1c(-c2ccccc2)oc2c1cc(OC(=O)C(C)(C)C)c1ccccc12	0.1	8	-1.1	7
90	CCCCN(CC)S(=O)(=O)c1ccc(F)c(C(=O)Nc2c(C)cc(C)cc2C)c1	0.8	13	-1.6	9
91	COc1ccc(/C=C2/SC(=S)N(CO)C2=O)cc1OC	-0.2	4	-0.7	0
92	Cc1cccc(C(=O)NCc2ccccc2)c1C	0.2	4	-1.1	7
93	CCCNC(=O)c1ccc2ncsc2c1	-0.1	-6	-0.5	-4

The order is random; overall some 3.4% were active at least once.
